Source: PubChem (SRMLSC)
SKBR3 24h inh – SK-BR-3 proliferation inhibitors; SK-BR-3 viability, CellTiter-Glo ATP luminescence, 24 h; hits give low values; viability, % at 10 µM; 0.47% of 41,000 active; AID 847;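 active = viability at or below the median of all test compounds minus 3 SD, in both replicates if run twice, cut at about 45% in these data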;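 also: 100% = median untreated cell wells and 0% = median positive control drug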
Numbers without * were called inactive. An excerpt; rates above refer to the full screens.

mol | SKBR3 24h inh
CCCCC(=O)Nc1nn(C)c2nc3c(C)cccc3cc12 | 94
CC(=O)NC(C)c1nc2ccccc2n1Cc1ccccc1F (stereo not drawn) | 92
CC(C)NC(=O)c1ccc2c(c1)N(CC(=O)N1CCOCC1)C(=O)C(C)(C)O2 | 96
COC(=O)c1cccc(NC(=O)CSc2nnc(COc3ccccc3)n2C)c1 | 95
O=C(N1CCN(c2ccccn2)CC1)N1c2ccccc2Sc2ccccc21 | 111
CC1=NOC2(C1)/C(=N/O)CCC/C2=N\O (stereo not drawn) | 103
Cc1ccc(-c2nc(N)n(S(C)(=O)=O)n2)cc1 | 99
CCOC(=O)C1CCN(C(=O)c2ccc3c(c2)OCO3)CC1 | 113
CC1CCCC(C)N1C(=O)CN1C(=O)C(C)(C)Oc2ccc(C(=O)NC3CCCCC3)cc21 (stereo not drawn) | 85
Cc1nn(Cc2ccc(Cl)cc2Cl)c(C)c1NC(=O)c1nc2n(n1)C(C(F)F)CC(C)N2 (stereo not drawn) | 82
COc1ccc(N2C(=O)C3CCCN3C2c2ccc(C)cc2)cc1Cl (stereo not drawn) | 85
COc1ccc(CC(=O)Nc2oc(-c3ccccc3)c(-c3ccccc3)c2C#N)cc1OC | 102
CCOC(=O)CSc1nnc(-c2ccc(S(=O)(=O)N3CCC(C)CC3)cc2)o1 | 84
Cc1sc2ncn(CC(=O)NCCCC(=O)N3CCN(c4ncccn4)CC3)c(=O)c2c1C | 60
Nc1cc(=O)[nH]c(SCc2cccc(Cl)c2)n1 | 68
O=C(Cc1c(C(=O)O)[nH]c2ccc(Cl)cc12)Nc1ccc2c(c1)OCCO2 | 105
O=C(NCc1ccccc1)NC1(C(=O)Nc2ccc3c(c2)OCCO3)CCCCC1 | 73
Cc1csc(N2CCc3ccccc32)n1 | 115
Cc1ccc2c(c1)N(CCC(=O)NCC1COc3ccccc3O1)C(=O)CO2 (stereo not drawn) | 73
COc1ccccc1N=c1oc2cc(O)ccc2cc1C(N)=O | 74
O=C(Nc1ccc2snnc2c1)N1CCSCC1 | 84
COc1ccc(-c2noc(CSc3nc4ccccc4c(=O)n3-c3ccccc3)n2)cc1 | 89
O=C1CC2(CON=C2c2ccc(F)cc2)C(=O)N1c1ccc(F)cc1 (stereo not drawn) | 90
COc1ccc(-n2nc3cc(C)c(N)c(Br)c3n2)cc1 | 115
Cc1ccccc1-n1c(C)nc2ccccc21 | 84
Cn1c2c(c(=O)n(C)c1=O)C(NC(=O)c1ccco1)(C(F)(F)F)C(=O)N2 (stereo not drawn) | 84
NC(=O)CC1(CC(=O)O)CCCCC1 | 92
COc1cccc(NC(=O)C2CC(=O)n3cnnc3S2)c1 (stereo not drawn) | 74
COc1cc(CN2CCC(C(=O)NC3CCCC3)CC2)cc(OC)c1O | 78
COc1ccc(C2=Nn3c(nnc3-c3ccccn3)SC2)cc1OC | 96

Two entries picked at random from the list so far, as already listed:
mol | SKBR3 24h inh
COc1ccccc1N=c1oc2cc(O)ccc2cc1C(N)=O | 74
O=C(NCc1ccccc1)NC1(C(=O)Nc2ccc3c(c2)OCCO3)CCCCC1 | 73

The main list resumes, starting 5 compounds before the break.
mol | SKBR3 24h inh
Cn1c2c(c(=O)n(C)c1=O)C(NC(=O)c1ccco1)(C(F)(F)F)C(=O)N2 (stereo not drawn) | 84
NC(=O)CC1(CC(=O)O)CCCCC1 | 92
COc1cccc(NC(=O)C2CC(=O)n3cnnc3S2)c1 (stereo not drawn) | 74
COc1cc(CN2CCC(C(=O)NC3CCCC3)CC2)cc(OC)c1O | 78
COc1ccc(C2=Nn3c(nnc3-c3ccccn3)SC2)cc1OC | 96
CCOC(=O)C1CCCN(c2nc(C)nc3c2oc2ccccc23)C1 (stereo not drawn) | 97
COC(=O)Nc1nc2c(s1)CCCC2 | 117
COc1cc(C(=S)N2CCCCC2)ccc1OCC(=O)N1CCCC1 | 84
COC(=O)c1ccc(Oc2c(C)oc3c(CN4CCN(C)CC4)c(O)ccc3c2=O)cc1 | 77
C=CCN1C(=O)C(C)(C)Nc2ccccc21 | 85
COc1cccc2cc(NC(=O)C3CCCCC3)c(=O)oc12 | 95
CCCCn1c(SCC(=O)NCc2cccs2)nc2c1c(=O)n(C)c(=O)n2C | 77
CC(C(=O)NCC1(c2ccccc2)CCCC1)N1CCCC1 (stereo not drawn) | 72
O=C1OC(N2CCN(C/C=C/c3ccccc3)CC2)c2ccccc21 (stereo not drawn) | 85
CCOc1ccccc1N(C(=O)c1snc(C(N)=O)c1N)C(C(=O)NCCC(C)C)c1ccco1 (stereo not drawn) | 82
O=C1OC(N2CCN(c3ccccn3)CC2)c2ccccc21 (stereo not drawn) | 84
O=C(O)C1[C@H]2C(=O)N(C3CCCC3)C[C@]23C=C[C@H]1O3 (stereo partly drawn) | 105
Cc1cccc(NC(=O)C(C)Oc2ccccc2C)n1 (stereo not drawn) | 98
Cc1ccc(-c2nnn(CC(=O)Nc3ccc4nn(-c5ccccc5)nc4c3)n2)o1 | 109
COc1ccc(C2C3=C(CCCC3=O)Nc3nc(SCc4ccccc4)nn32)cc1OC (stereo not drawn) | 86
COc1ccc(C2C3=C(CC(C)(C)CC3=O)Oc3ncn(CCCn4ccnc4)c(=N)c32)cc1 (stereo not drawn) | 92
N#CC1(c2ccccc2)CCCN1C(=O)c1ccco1 (stereo not drawn) | 86
CC(=O)Nc1ccc(Oc2nc(C)cc(C)n2)cc1 | 82
N=C1C(c2nc3ccccc3[nH]2)=C(O)CN1c1ccccc1 | 78
O=c1c2cc3c(=O)n(CC4CCCO4)c(=O)c3cc2c(=O)n1CC1CCCO1 (stereo not drawn) | 89
COc1ccc(S(=O)(=O)Nc2ccc(S(=O)(=O)N3CCOCC3)cc2)cc1C | 92
O=C(Cc1c(O)c2ccccc2[nH]c1=O)NCc1ccccc1F | 83
COc1ccc(CC(=O)Nc2cc(Cl)ccc2O)cc1 | 76
COc1ccccc1-n1c(C)nnc1SCC(=O)Nc1cccc(C(C)=O)c1 | 95
O=C(N1CCOCC1)N1CCN(S(=O)(=O)c2ccccc2)C1 | 104
O=C(OCc1nnc(-c2ccccc2)o1)C1=COCCO1 | 93
O=C(NCc1cccc(Cl)c1)c1cnccn1 | 99
Cc1c(Cl)cccc1NC(=O)CCN1CCCCCC1 | 95
O=C(OCc1c(Cl)cccc1Cl)c1ccccn1 | 79
O=C(c1ccco1)N1CCN(c2ncnc3c2oc2ccccc23)CC1 | 92
O=S(=O)(c1cccs1)n1cccn1 | 101
O=C(Nc1cccc(Cl)c1)c1cnn2cccnc12 | 115
c1ccc2c(c1)ncn2Cc1nnc2sc(-c3ccncc3)nn12 | 110
CC1CCN(CCNC(=O)c2ccc3c(=O)n(CCc4ccccc4)c(=O)[nH]c3c2)CC1 | 103
CCOc1ccccc1NC(=O)CN(c1ccc(C)cc1)S(=O)(=O)c1c(C)noc1C | 84
Cn1c(CCNC(=O)c2ccco2)nc2cc(NC(=O)c3ccco3)ccc21 | 97
CC1CCCC(C)N1CCNC(=O)CCn1nc(-c2ccccc2)ccc1=O (stereo not drawn) | 92
CCn1c2ccccc2c2nnc(SCc3cc(=O)n4ccsc4n3)nc21 | 97
Nc1ccc(O)c(-c2nc3ccccc3s2)c1 | 89
COC(=O)c1cccc(N(C(=O)c2cnccn2)C(C(=O)NCc2ccccc2)c2ccco2)c1 (stereo not drawn) | 91
C=CCCC(=O)Nc1ccc(COC(=O)N2CCOCC2)cc1 | 76
O=C(Cn1c(=O)sc2ccccc21)NCCOc1ccccc1F | 98
CCOC(=O)CSc1nnc(CSc2nc(C)cc(C)n2)n1Cc1ccco1 | 97
CC1(C)CC(=O)C2=C(C1)OC(N)=C(C#N)C2C1CC=CCC1 (stereo not drawn) | 127
COC(=O)c1cc(OC)c(OC)cc1NC(=O)c1c(-c2ccccc2Cl)noc1C | 89
Cc1cc(NC(=O)CSc2nnc3c(C)cc4ccccc4n23)no1 | 66
Cc1ccc(C)n1CCN1CCN(CC(=O)Nc2cc(C(F)(F)F)ccc2Cl)CC1 | 76
CCN(CC)S(=O)(=O)c1ccc(C(=O)Nc2ccc(OCC(=O)N3CCOCC3)cc2)cc1 | 96
S=c1[nH]ncn1-c1ccccn1 | 102
COc1ccc(Cl)c(Cn2c(NCCCN(C)C)nc3c2c(=O)n(C)c(=O)n3C)c1 | 107
CCCNc1ncnc2sc(C)c(C)c12 | 72
CSc1ccccc1NC(=O)c1ccco1 | 93
CCSc1nnc(-c2ccc(S(=O)(=O)N3CCCC3)cc2)n1C | 105
Cn1c(SCc2nc3ccccc3s2)nnc1-c1ccc2c(c1)OCO2 | 88
COc1ccc2nc(SCC(=O)N3CCNC3=O)[nH]c2c1 | 77
Cc1nnc(SCCn2c(N3CCC(C)CC3)nc3c2c(=O)[nH]c(=O)n3C)s1 | 89
COc1ccc(OCC(=O)Nc2ccc(S(=O)(=O)N3CCCCCC3)cc2)cc1 | 95
CCOC(=O)Nc1ccc2c(c1)Sc1ccccc1N2C(=O)CCN1CCOCC1 | 80
c1ccc2c(c1)sc1nnnn12 | 103
CC(C)CCn1c(N2CCN(Cc3ccccc3)CC2)nc2c1c(=O)[nH]c(=O)n2C | 91

The list goes on:
mol | SKBR3 24h inh
N#C/C(=C/c1ccc(N2CCCCCC2)o1)c1ccc(F)cc1 | 89
Cc1cccc(-n2c(Cc3ccccc3)nnc2SCC(=O)N2CCOCC2)c1 | 87
COc1ccc(C2=CC(c3cccc(OC)c3)n3nnnc3N2)cc1 (stereo not drawn) | 101
NC(=O)C1CCN(C(=O)c2cnn(-c3ccccc3)c2NC(=O)c2ccco2)CC1 | 99
COc1ccc(S(=O)(=O)N2CCCC(C(=O)Nc3cccc(C(C)=O)c3)C2)cc1 (stereo not drawn) | 87
O=C(C1CCCCC1)N1CCCC(c2nc(-c3ccc(F)cc3)no2)C1 (stereo not drawn) | 97
CN(CC(=O)NCc1ccc(F)cc1)S(=O)(=O)c1cccc2nsnc12 | 84
Cc1ccc(S(=O)(=O)NCc2ccco2)c(C)c1C | 101
CC(=O)c1c(O)cc(C)n(Nc2nc(C)cc(C)n2)c1=O | 98
Cc1cccc(NC(=O)CSc2nnc(Cn3nnc(-c4ccccc4)n3)n2-c2ccccc2)c1 | 81
CCOC(=O)CN(C(=O)CSc1nnc(-c2ccc(OC)c(OC)c2)o1)c1ccccc1 | 80
CC(=O)Nc1ccc(S(=O)(=O)NCCSc2ccccn2)cc1 | 84
COc1ccc(CCNC(=O)c2nonc2N)cc1OC | 50
O=C(NCC(=O)N(c1cnc2ccccc2c1)C(C(=O)NC1CCCC1)c1ccncc1)c1ccco1 (stereo not drawn) | 90
COc1ccc(C2C(C(=O)N3CCCC3)c3cc(OC)c(OC)cc3C(=O)N2C)cc1 (stereo not drawn) | 114
CCc1c(C)c(C#N)c2nc3ccccc3n2c1-n1nc(C)cc1C | 83
O=C1c2oc3ccccc3c(=O)c2C(c2cccc(F)c2)N1CCCO (stereo not drawn) | 94
COCCNC(=O)C(c1ccc(C)cc1)N(C(=O)CCC(=O)Nc1ccccn1)C1CCCC1 (stereo not drawn) | 94
O=C(CSc1nnc2scc(-c3ccccc3)n12)Nc1ccc2c(c1)OCCO2 | 97
Cc1nnc2n(Cc3ccccc3)c(=O)c3c4c(sc3n12)COC(C)(C)C4 | 68
CCOC(=O)c1ccc(NC(=O)CSc2nnc(COc3ccccc3)n2C)cc1 | 112
CCOC(=O)CSc1nc2cc3c(cc2cc1C#N)OCO3 | 109
Clc1ccccc1OCCn1cnc2ccccc21 | 98
Nc1nc(-c2ccccc2)cc(C(F)(F)F)n1 | 88
COc1nnnc2c1sc1nc(N3CCOCC3)c3c(c12)CC(C)(C)OC3 | 102
CCOC(=O)C1C(=O)Nc2nc3ccccc3n2C1C(C)C (stereo not drawn) | 92
COc1ccc(N2CCN(C(=O)CSc3nnc(-c4ccc5[nH]c(C)c(C)c5c4)o3)CC2)cc1 | 55
c1ccc(CN2CCC3(CC2)Nc2ccccc2CO3)cc1 | 90
CCc1cc(=O)oc2cc(OCC(=O)O)c(Cl)cc12 | 111
COc1cccc(-c2nc(NCc3ccco3)c3ccccc3n2)c1O | 72

An excerpt of these results, with each value named:
> CC(=O)Nc1ccc(S(=O)(=O)NCCSc2ccccn2)cc1
  SKBR3 24h inh: 84
> COc1ccc(CCNC(=O)c2nonc2N)cc1OC
  SKBR3 24h inh: 50
> O=C(NCC(=O)N(c1cnc2ccccc2c1)C(C(=O)NC1CCCC1)c1ccncc1)c1ccco1 (stereo not drawn)
  SKBR3 24h inh: 90

Next structures.
mol | SKBR3 24h inh
COc1ccc2[nH]c3c(=O)n(Cc4ccco4)cnc3c2c1 | 91
COc1cccc(C(=O)CSc2nnc(-c3cc(OC)c(OC)c(OC)c3)o2)c1 | 85
CC(=O)c1cccc(NC(=O)C2CCN(S(C)(=O)=O)CC2)c1 | 101
O=C(Nc1cccc(Cl)c1)N1CCN(c2ncccn2)CC1 | 81
Cc1nc(CC(=O)c2c(C)cc(O)cc2O)cs1 | 108
Cn1c(=O)cc(SCC(=O)N2CCCC2)c2ccccc21 | 105
Cc1cc(NCCCCO)n2c(nc3ccccc32)c1C#N | 91
Cn1c(Cn2nnc3ccccc32)nnc1SCC(=O)Nc1ccc2c(c1)OCO2 | 98

Arranged by length of the SMILES (high to low): some entries from above.
mol | SKBR3 24h inh
COc1ccc2[nH]c3c(=O)n(Cc4ccco4)cnc3c2c1 | 91
Cn1c(=O)cc(SCC(=O)N2CCCC2)c2ccccc21 | 105
Cc1nc(CC(=O)c2c(C)cc(O)cc2O)cs1 | 108
